TEAD-YAP inh: TEAD-YAP interaction inhibition, primary screen, TEAD-YAP interaction inhibitor project, luminescence, HEK-TIYL cells; TEAD-Gal4/YAP UAS-luciferase luminescence; inhibition, % at 9.12 µM; 640,000 tested, 1.4% active; AID 1259422, 2018; in the data active = inhibition above about 32%;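 also: 0% = median of test compound wells and 100% = reference inhibitor wells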
MITF inh: MITF inhibitors, primary screen, biochemical, AlphaScreen, human; Microphthalmia-associated transcription factor (Homo sapiens), O75030; AlphaScreen MITF homodimerization, bead proximity signal; inhibition, % at 2.6 µM; 650,000 tested, 0.91% active; in the data active = inhibition above about 50%;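 also: 0% = vehicle wells with protein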
Target sequence (O75030 whole entry, looked up): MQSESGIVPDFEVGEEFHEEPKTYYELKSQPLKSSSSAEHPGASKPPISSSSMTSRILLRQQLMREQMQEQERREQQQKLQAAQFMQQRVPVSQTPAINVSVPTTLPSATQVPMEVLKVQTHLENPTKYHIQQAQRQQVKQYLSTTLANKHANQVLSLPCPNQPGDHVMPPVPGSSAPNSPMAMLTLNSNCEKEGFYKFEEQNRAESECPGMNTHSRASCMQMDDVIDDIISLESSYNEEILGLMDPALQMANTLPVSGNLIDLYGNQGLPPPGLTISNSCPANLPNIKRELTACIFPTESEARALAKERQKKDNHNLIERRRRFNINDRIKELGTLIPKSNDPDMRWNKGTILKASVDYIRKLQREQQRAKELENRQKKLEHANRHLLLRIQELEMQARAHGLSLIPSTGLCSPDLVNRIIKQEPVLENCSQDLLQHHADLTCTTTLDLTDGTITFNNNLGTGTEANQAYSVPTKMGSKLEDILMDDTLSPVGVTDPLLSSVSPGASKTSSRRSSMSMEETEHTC
FBW7 activator: FBW7 E3 ligase activators, primary screen, biochemical, AlphaScreen, human; normalized activity (activation), % at 26.1 µM; AlphaScreen FBW7–phospho-cyclin E peptide binding, activator screen; 650,000 tested, 0.13% active; F-box/WD repeat-containing protein 7 (Homo sapiens), Q969H0; in the data active = normalized activity above about 1.9%;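 also: purified mutant Fbw7 with reduced substrate affinity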
GPR151 activ: activators of human GPR151, primary screen, cell-based, PathHunter beta-arrestin, luminescence; G-protein coupled receptor 151 (Homo sapiens), Q8TDV0; PathHunter beta-arrestin GPR151 cells; activation, % at 11.2 µM; 650,000 tested, 1% active; in the data active = activation above about 4.9%;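 also: 0% = median of compound wells and 100% = cells with positive control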
Target sequence (Q8TDV0 whole entry, looked up): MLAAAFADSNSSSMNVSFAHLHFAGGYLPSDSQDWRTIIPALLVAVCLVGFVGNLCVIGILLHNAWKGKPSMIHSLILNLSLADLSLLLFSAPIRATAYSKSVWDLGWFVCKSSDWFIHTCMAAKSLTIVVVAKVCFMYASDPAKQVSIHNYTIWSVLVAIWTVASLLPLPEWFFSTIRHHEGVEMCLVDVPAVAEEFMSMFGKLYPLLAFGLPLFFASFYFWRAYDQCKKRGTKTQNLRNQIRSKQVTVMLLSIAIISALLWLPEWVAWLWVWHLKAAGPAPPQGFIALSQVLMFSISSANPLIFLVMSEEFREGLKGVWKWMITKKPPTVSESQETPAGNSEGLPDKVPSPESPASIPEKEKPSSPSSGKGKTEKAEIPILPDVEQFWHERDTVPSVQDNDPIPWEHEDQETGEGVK
Numbers without * were called inactive; nt = not tested or not shown. Only part of the results is shown; count on the stated rates, not on these rows.

SMILES	TEAD-YAP inh	MITF inh	FBW7 activator	GPR151 activ
CC(=O)OC1C2CCCC1C(N1CCCC1)CC2 (stereo unspecified)	14	7	-0.1	0.2
COc1ccc(Cl)cc1-n1c(/C=C\c2ccccc2F)nc2ccccc2c1=O	-8	1	0.1	-1.2
COc1ccc(CCNCc2ccc(OC)c(OC)c2)cc1	6	51*	0.0	-1.2
CN1C(=O)C(=Cc2ccccc2OCc2ccc(C(=O)O)cc2)C(=O)N(C)C1=O	-9	28	0.0	-2.7
C[C@]12CC3SC3C[C@@H]1CC[C@@H]1[C@@H]2CC[C@]2(C)[C@@H](O)CC[C@@H]12 (stereo partly specified)	nt	0	-0.1	0.4
CC/C=C\C[C@@H](/C=C/C=C\C/C=C\C/C=C\CCCC(=O)O)OO	nt	-4	nt	-1.2
Cc1cc2nc(NC(=O)c3ccn(C(C)C)n3)sc2cc1C	-17	-11	-0.1	3.2
OCCNc1nc2ccccc2n1CN1CC=C(c2ccccc2)CC1	5	20	0.2	0.9
N#Cc1ccc(NC(=O)COC(=O)c2n[nH]c3ccccc23)cc1Cl	3	7	0.1	0.2
COc1ccc(Br)cc1/C=C1/C(O)C2CCN1CC2 (stereo unspecified)	5	-3	0.0	1.4
Cc1ccccc1-n1nnnc1C1(NCCc2c(C)[nH]c3ccccc23)CCCCC1	3	-4	-0.1	-1.1
Cc1ccccc1Cc1c(C(=O)NCCn2ccnc2)c(=O)cc(C)n1Cc1ccccn1	-3	7	0.2	-0.9
CCOC(=O)C1C2NC(=S)N(c3ccc(Br)cc3)C1(C)Oc1ccc(OC)cc12 (stereo unspecified)	63*	17	-0.5	-0.7
CC(C)c1ccc(O)c(CN2CCN(c3ccccc3)CC2)c1	10	14	0.4	1.7
Nc1nc(/N=C/c2ccc(N(CCCl)CCCl)cc2)n[nH]1	11	2	-0.1	-0.1
CC(C)CCN1CCN(Cc2cccc(F)c2F)CC1CCO (stereo unspecified)	5	6	0.0	-0.2
Cc1ccc(-n2nnnc2C2(N(C)C)CCCCC2)cc1	1	8	0.2	-0.9
Cc1ccnc(-n2c(CN3C(=O)c4ccccc4C3=O)nc3ccccc3c2=O)c1	-1	-6	0.0	-0.4
CCOC(=O)CN1C(=O)C2(C(C#N)=C(N)OC(C)=C2C(=O)OCC)c2ccccc21 (stereo unspecified)	0	-3	0.0	0.5
N#CCCn1cc(C(=O)Nc2ccc(Cl)cc2)c(-c2ccccc2)n1	-1	-14	0.0	-0.6
COC(=O)C[C@@](O)(CCC(C)(C)O)C(=O)O[C@@H]1C(OC)=C[C@]23CCCN2CCc2cc4c(cc2[C@@H]13)OCO4	101*	7	0.5	-2.0
OCC1(CO)COC(c2cccnc2)N1 (stereo unspecified)	11	6	0.1	0.2
O=C(Nc1nc2ccc(Br)cc2s1)c1c(O)c2c(n(Cc3ccccc3)c1=O)CCCC2	8	-4	-0.1	-0.1
O=C(COc1ccccc1)N1CCN(CCN2C(=O)c3cccc4cccc(c34)C2=O)CC1	8	4	0.0	-1.8
CN(Cc1ccccc1)S(=O)(=O)c1ccc2[nH]cc(C(=O)N3CCC4(CC3)OCCO4)c(=O)c2c1	5	-12	0.0	-0.4
(list continues)
SMILES	TEAD-YAP inh	MITF inh	FBW7 activator	GPR151 activ
CN1CCN(Cc2c(F)cccc2Cl)CC1CCO (stereo unspecified)	1	13	0.3	0.6
CN1CCN(Cc2ccc(Br)o2)CC1	-2	-4	-0.1	-0.7
O=c1cc(C(F)(F)F)c2cc3c4c(c2o1)CCCN4CCC3	5	-14	0.6	0.5
Cc1[nH]c2ccccc2c1CCNCc1cccs1	0	7	0.9	-1.9
COc1ccc(C(c2c(O)c3ccccc3oc2=O)c2c(O)c3ccccc3oc2=O)cc1	7	0	0.1	-0.4
CN1CCN(C(=O)Cc2ccccc2Cl)CC1	-2	-8	-0.1	-0.1
OC1/C(=C/c2ccc(Cl)cc2)N2CCC1CC2 (stereo unspecified)	1	7	-0.1	-1.4
COc1ccc(N2C(=O)/C(=C/c3ccco3)C(=O)NC2=S)cc1	-4	39	-0.3	0.4
CC(C)C1N2CC3(C)CN1CC(C)(C2)C3=O (stereo unspecified)	-1	4	0.1	-0.3
O=C(Nc1ccc(Br)cc1C(=O)c1ccccc1Cl)c1ccc(Oc2ccccc2)cc1	4	9	0.0	0.0
CC(=O)CCc1ccc2c(c1)OCO2	9	-6	0.2	1.4
COc1ccccc1CC(C)NCc1cc(NC(=O)c2ccccn2)cc(C(=O)N(C)C)c1 (stereo unspecified)	15	-4	0.0	-1.7
CC(C)OC(=O)NC(OCN1C(=O)c2ccccc2C1=O)C(Cl)(Cl)Cl (stereo unspecified)	-2	-11	-0.2	0.3
N=c1sccn1Cc1cccc2ccccc12 (tested in a mixture with another compound)	6	8	0.2	2.3
Cc1cc(C)[n+]2c3c(sc2n1)CCCC3	-4	-6	-0.3	2.7
O=c1c2ccccc2nc(-c2ccncc2)n1-c1ccc(Cl)cc1	2	-18	-0.6	-0.7
COC(=O)c1c(C)n(CCCOC(C)C)c2c1cc(O)c1ccccc12	-19	-1	-0.1	2.1
CN1CCN(c2ccc(C(N)=O)cc2N)CC1	17	18	1.5	-0.4
N=C1c2ccccc2CN1c1cc(Cl)cc(Cl)c1	-6	4	0.1	-1.0
COc1ccc(C)cc1NC(=O)N(Cc1ccco1)C1CCN(Cc2ccncc2)CC1	8	9	-0.2	0.4
CCOC(=O)N(c1ccccc1)P1(=S)OCCO1	13	14	-0.1	0.2
Cc1ccc(N2C(=O)/C(=C\c3ccoc3)C(=O)NC2=S)cc1	-5	41	0.0	-0.7
c1ccc2c(c1)CC(CN1CCOCC1)O2 (stereo unspecified)	2	7	-0.1	2.2
C=COCCn1c(C)c(C(C)=O)c2cc(O)ccc21	12	19	0.9	0.0
O=C(Nc1ccc(Br)cc1C(=O)c1ccccc1Cl)c1ccc(S(=O)(=O)N2CCCC2)cc1	-3	7	0.0	-0.5
More entries
SMILES	TEAD-YAP inh	MITF inh	FBW7 activator	GPR151 activ
COc1ccc(/C=C2\C(=O)C3CCN2CC3)cc1	6	3	0.1	2.9
NC(=O)CP(=S)(c1ccccc1)c1ccccc1	-4	5	0.1	0.2
Cc1[nH]c2ccccc2c1CCNCc1ccncc1	-2	-7	-0.3	1.1
COP(=O)(OC)C(Nc1ccccn1)c1ccccc1 (stereo unspecified)	-5	5	0.0	2.8
CC(NC(=O)Cc1cccc2ccccc12)C(=O)N1CCC(=O)CC1 (stereo unspecified)	3	14	0.1	0.2
CN(C)S(=O)(=O)c1ccc2nnn(OCC(=O)Nc3ccc(C#N)c(Cl)c3)c2c1	4	-3	0.7	-0.4
Cc1ccc(NC(=O)c2c(O)c3c(n(Cc4ccco4)c2=O)CCCC3)nc1	-11	-18	0.0	0.1
CCN(CC)P1(=S)OC(C)(C)CC1(C)O (stereo unspecified)	7	6	0.0	0.0
CC(C)C1C(C#N)=C(N)Oc2c1c(=O)oc1ccccc21 (stereo unspecified)	4	-7	0.1	0.9
CC(=O)N1CCC2(CC1)OCc1cc(-c3ccc(Cl)cc3)ccc1O2	2	19	0.8	0.7
O=C1C2CCCN2C(c2ccc(F)cc2)N1c1ccccn1 (stereo unspecified)	-2	1	0.7	0.0
CCOc1ccccc1C1SCC(=O)Nc2c1c(=O)[nH]n2C1CCOC(C)(C)C1 (stereo unspecified)	5	1	-0.1	0.0
O=C(NCc1ccc(Cl)c(Cl)c1)C(Cl)(Cl)Cl	4	8	0.7	-0.3
O=c1c2ccccc2nc(/C=C\c2ccccc2F)n1-c1ccccc1F	-2	-3	0.0	0.5
Cc1ccc(P2(=S)C3CCCCC3=NN2c2ccccc2)o1 (stereo unspecified)	1	10	-0.4	1.6
O=C1Nc2ccccc2C1=Cc1nc2ccccc2c(=O)n1-c1ccc(O)cc1	16	6	0.1	0.9
O=C1CC[C@@]2(O)C3Cc4ccc(O)c5c4C2(CCN3CC2CC2)[C@H]1O5 (stereo partly specified)	-4	5	-0.1	-0.6
Cc1cc(C)nc(Sc2ccc(OC(=O)N(C)C)cc2)n1	-14	15	0.2	0.3
COc1ccc(CN2CCN(C)C(CCO)C2)cc1OC (stereo unspecified)	1	16	0.5	-1.5
O=C(CCl)Nc1ccccc1Cl	22	8	0.8	-0.2
N=C1SC2CS(=O)(=O)CC2N1Cc1ccc(Cl)cc1 (stereo unspecified)	1	-4	-0.1	0.4
Cc1ccc2c(c1)C(c1ccccc1)NCC(=O)N2 (stereo unspecified)	-1	2	0.0	-0.6
COc1ccccc1N1CCN(CC(=O)Nc2ccc(Br)cc2C(=O)c2ccccc2Br)CC1	2	3	-0.2	-1.0
COc1cc(CN2CCN(C)CC2)cc(Br)c1O	-3	0	-0.1	-0.7
O=C1NCN(c2ccccc2)C12CCN(CCCOc1ccc(F)cc1)CC2	nt	-4	0.0	-0.7
Next part
SMILES	TEAD-YAP inh	MITF inh	FBW7 activator	GPR151 activ
CCCC1=C(C(=O)OCC)C2(C(=O)Nc3ccccc32)C(C(=O)OC(C)(C)C)=C(N)O1 (stereo unspecified)	2	2	0.1	-1.4
N#CCCn1cc(C(=O)n2nnc3ccccc32)c(-c2ccc([N+](=O)[O-])cc2)n1	-6	14	0.4	-0.1
Brc1ccc(C2C=C(c3cccnc3)Nc3ncnn32)cc1 (stereo unspecified)	1	28	0.0	-0.1
COc1cc2c(cc1OC)C1(CCCC1)CNC2	9	8	0.0	0.7
COc1ccc(-n2c(/C=C\c3ccccc3F)nc3ccccc3c2=O)cc1	-7	-17	-0.1	1.1
O=C(CN1CCN(C(=O)Cc2c[nH]c3ccccc23)CC1)c1ccco1	8	46	-0.1	3.4
CCCCOc1ccc(CC2C(=O)N(C)C(=O)N(C)C2=O)cc1	2	8	0.0	0.2
CN1CC(=O)N2CCN(CC3CC3)C[C@@H]2C1=O	-6	-3	-0.3	0.9
COC(=O)NP(=O)(NNc1ccccc1)OC (stereo unspecified)	-3	16	0.1	1.0
CN(C)C(C#N)c1cn(C)c2ccccc12 (stereo unspecified)	4	-2	0.2	2.2
O=C(Cc1cccs1)N1CCN(Cc2nc(-c3ccc(F)cc3)cs2)CC1	23	6	0.1	0.2
CCCCOP(=O)(CN1CCOCC1)OCCCC	-4	3	-0.3	0.4
COc1ccc(CN2CCNCC2)cc1Br	19	10	-0.1	-0.6
OCCC1CN(Cc2cccc(O)c2)CCN1Cc1ccccc1 (stereo unspecified)	-2	0	-0.2	0.9
CCN1CCN(Cc2cc3c(cc2[N+](=O)[O-])OCO3)CC1	6	5	-0.2	-1.3
Brc1cccc(CN2CCN(Cc3cccc(Br)c3)CC2)c1	2	77*	0.6	0.0
CCCN1CCN(C(=O)Cc2nc(-c3ccc(OC)cc3)no2)CC1	3	2	0.0	4.1
CCOC(=O)C1=C(N)Oc2c(c(C)nn2-c2ccccc2)C12C(=O)Nc1ccc(CC)cc12 (stereo unspecified)	2	6	-0.5	1.9
O=C(Nc1cc(Br)ccc1C(=O)c1ccccc1)c1ccc(Oc2ccccc2)cc1	0	-4	-0.2	0.8
CC1NCCc2c1[nH]c1ccccc21 (stereo unspecified)	5	-4	-0.2	0.2
COc1ccc(Br)cc1CN1CC2CC(C1)c1cccc(=O)n1C2 (stereo unspecified)	-7	-15	-0.1	-1.5
CCOC(=O)c1sc(N=Nc2c(O)[nH]c(=O)[nH]c2=O)c(C(=O)OCC)c1C	5	6	-0.1	-0.8
COC(=O)CNC(=O)c1cn(CCC#N)nc1-c1cccc(Br)c1	-8	9	-0.3	0.1
Cc1ccc(N/N=C/c2c(O)n(-c3ccccc3)c(=O)[nH]c2=O)cc1	10	-3	-0.1	2.1
COc1cccc(/C=C2/C(=O)NC(=O)N(c3cccc(C)c3)C2=O)c1O	1	0	-0.1	2.1
CCCCN(C(=O)c1ccc(Cl)cc1)C1=CC2CCC(C1)N2C (stereo unspecified)	1	-6	-0.1	-0.7

Screening results: PubChem, The Scripps Research Institute Molecular Screening Center
